SENP8 block-1: SENP8 protease inhibition; inhibition, % at 10 µM; purified SENP8, Z-RLRGG-aminoluciferin cleavage, luminescence; Q96LD8; AID 2540; actives 1.2% (n = 330,000); in the data active = inhibition above about 50%
HKDC1 inh: inhibitors of human hexokinase HKDC1; actives 0.16% (n = 340,000); Q2TB90; recombinant HKDC1, G6PDH/diaphorase resazurin coupled fluorescence; inhibition, % at 20 µM; AID 493160;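 active = inhibition above about 35% when tested at 20 µM, limit read from the data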;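 also: plate controls were DMSO wells with enzyme for no effect and DMSO wells lacking enzyme for full effect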
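Incubation: 90 min at room temperature in dark / Material: recombinant HKDC1 (HK5) hexokinase enzyme, produced in-house / Quantity: enzyme 5 µg/mL final / Compound: one dose of 20 µM, 1% DMSO / Reagent: glucose and ATP substrates / Buffer or medium: Tris pH 8.0 buffer with MgCl2, Tween-20, BSA, BME / Technique: resorufin fluorescence at 613 nm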
NLRP3 yeast inh: NALP3 inhibition in yeast | Yeast reconstituted NLRP3/ASC/caspase-1, beta-gal luminescence, 24 h | inhibition, % at 10 µM | actives 0.39% (n = 330,000) | AID 2825;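 active = inhibition of 50% or more; inactive = inhibition below 50%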;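 also: plate controls were induced DMSO wells for no effect and uninduced yeast grown without galactose for full effect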
SENP7 block: inhibitors of human SENP7 protease. recombinant SENP7, Z-RLRGG-aminoluciferin luminescence, 40 min. inhibition, % at 5 µM. actives 1.5% (n = 330,000);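 active = inhibition above about 50% at the single test dose, limit read from the data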;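 also: plate controls were DMSO with enzyme for no effect and no enzyme buffer wells for full effect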
Target sequence (Q9BQF6 706-1050 limits assumed): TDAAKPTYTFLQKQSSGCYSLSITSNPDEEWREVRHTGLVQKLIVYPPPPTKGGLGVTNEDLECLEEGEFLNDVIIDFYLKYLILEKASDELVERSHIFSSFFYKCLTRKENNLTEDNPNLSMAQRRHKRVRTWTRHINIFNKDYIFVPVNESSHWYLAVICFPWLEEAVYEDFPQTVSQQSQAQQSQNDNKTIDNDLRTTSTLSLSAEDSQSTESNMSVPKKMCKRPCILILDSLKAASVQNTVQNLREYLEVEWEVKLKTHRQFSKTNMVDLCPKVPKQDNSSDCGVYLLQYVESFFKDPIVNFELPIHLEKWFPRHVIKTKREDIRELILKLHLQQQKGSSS
SENP8 block-2: SENP8 (human) protease inhibition; actives 0.64% (n = 360,000); inhibition, % at 20 µM; AID 602440; recombinant SENP8, Nedd8 substrate fluorescence; in the data active = inhibition mostly above about 40%, no sharp cut-off; inactive = mostly below about 27%
PfG6PD inh: PfG6PD (Plasmodium falciparum) enzyme inhibition; PfGluPho enzyme, NADPH resazurin-diaphorase fluorescence; inhibition, % at 20 µM; actives 0.78% (n = 350,000); AID 504690;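 active = inhibition reaching at least a set limit at 20 µM in the primary screen, cut at about 59% in these data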;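 also: 0% = DMSO wells with substrate and 100% = DMSO wells lacking glucose-6-phosphate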
SENP1 inh: blocks the human SENP1 SUMO protease catalytic domain; inhibition, % at 10 µM; actives 0.21% (n = 360,000); recombinant SENP1 catalytic domain, CyPet-SUMO1-YPet FRET cleavage; Q9P0U3; AID 624204;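 active = inhibition at least 30% at 10 µM, raw YFP signal under a set limit, fluorescence ratio 0.5 to 1.5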;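 also: 0% = enzyme with DMSO and 100% = no enzyme wells; some results filed as inactive read as strong as hits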
Target sequence (Q9P0U3 419-644 limits assumed): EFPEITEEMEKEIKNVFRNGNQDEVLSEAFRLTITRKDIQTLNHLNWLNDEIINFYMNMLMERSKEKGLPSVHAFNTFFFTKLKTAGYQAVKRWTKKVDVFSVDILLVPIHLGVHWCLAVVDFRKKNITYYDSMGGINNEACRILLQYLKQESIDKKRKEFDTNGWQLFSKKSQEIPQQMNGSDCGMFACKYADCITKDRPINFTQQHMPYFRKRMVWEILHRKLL
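Assay system: hSENP1 catalytic domain, recombinant. Amount: SENP1 enzyme, 20 pM final. Schedule: 50 min reaction, RT, dark. Technique: FRET, CFP and YFP emission. Control set: no-enzyme wells low, DMSO-plus-enzyme wells high control.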
SENP6 inh: SENP6 protease inhibition | Q9GZR1 | Recombinant SENP6 catalytic domain, aminoluciferin luminescence | inhibition, % at 10 µM | actives 1.8% (n = 330,000) | AID 2599;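 active = inhibition above about 50% at the single tested dose, limit read from the data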;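 also: plate controls were DMSO wells with enzyme for no effect and DMSO wells lacking enzyme for full effect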
Target sequence (Q9GZR1 628-1112 limits assumed): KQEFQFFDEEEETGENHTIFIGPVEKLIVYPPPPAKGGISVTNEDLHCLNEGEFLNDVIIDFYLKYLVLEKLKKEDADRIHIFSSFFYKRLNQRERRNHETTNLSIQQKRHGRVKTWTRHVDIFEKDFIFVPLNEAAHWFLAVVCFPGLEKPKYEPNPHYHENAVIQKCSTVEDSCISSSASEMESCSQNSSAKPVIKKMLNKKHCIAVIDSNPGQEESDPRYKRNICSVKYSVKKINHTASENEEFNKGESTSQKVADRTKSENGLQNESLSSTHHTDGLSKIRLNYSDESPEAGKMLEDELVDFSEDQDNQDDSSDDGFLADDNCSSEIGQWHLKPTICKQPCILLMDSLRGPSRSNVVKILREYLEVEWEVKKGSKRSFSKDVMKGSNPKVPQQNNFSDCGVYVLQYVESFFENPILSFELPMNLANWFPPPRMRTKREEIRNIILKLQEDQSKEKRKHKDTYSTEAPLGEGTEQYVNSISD
Apaf1 inhib: blocks human Apaf-1 apoptosome activity; inhibition, % at 20 µM; actives 0.71% (n = 330,000); O14727; reconstituted apoptosome caspase-3 activity, DEVD-Rh110 fluorescence; active = inhibition of at least 40% at 20 µM;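 also: plate controls were DMSO wells for no effect and DEVD-CHO caspase inhibitor wells for full effect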
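Assay system: Apoptosome proteins | Medium: pH 7.5 Hepes buffer with CHAPS, BSA, DTT | Also added: Cytochrome c and DEVD-Rh110 substrate | Times: 30 min plus 50 min, RT | Detection: Rhodamine 110 fluorescence at Ex 480/Em 540 nm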
Active calls of the source: *; . = not tested or not shown.

SMILES	SENP8 block-1	HKDC1 inh	NLRP3 yeast inh	SENP7 block	SENP8 block-2	PfG6PD inh	SENP1 inh	SENP6 inh	Apaf1 inhib
CC1Sc2ccc(C(=O)Nc3ncccc3O)cc2NC1=O (stereo not drawn)	-12	1	10	12	8	-4	3	-3	3
O=C1CN(C(=O)CSc2ccc(-c3ccc(F)cc3)nn2)c2ccccc2N1	1	-1	9	-3	22	12	0	12	8
COC(=O)c1scc(C)c1NC(=O)CC1NCCNC1=O (stereo not drawn)	1	-5	21	2	-3	-1	1	-4	-24
c1ccc(COc2ccc(-c3csnn3)cc2)cc1	41	-3	5	73*	25	-13	4	66*	3
COc1cc(NC(=O)[C@H]2CCCN2S(=O)(=O)c2cccc3cccnc23)cc(OC)c1OC	-9	-5	-1	9	-12	-8	0	-9	3
O=C1c2ccccc2C(=O)N1c1ccc(S(=O)(=O)N2CCN(c3ccccc3)CC2)cc1	3	-3	-4	4	27	-7	1	-10	4
CCN1CCN(c2nc3c(c(=O)n(C)c(=O)n3C)n2Cc2cccc3ccccc23)CC1	-5	-9	19	-2	6	-1	-3	-20	-5
C/C=C\C=C/C(=O)Nc1cccc(C2=NOC3(C2)C[C@H](C(N)=O)N(C(=O)c2ccc(OC)cc2)C3)c1 (stereo partly drawn)	-7	7	8	7	-4	23	-6	-13	-1
CCOC(=O)[C@H]1[C@H]2COc3ccc(C)cc3[C@@H]2N2C(=O)CN(CC3CCCO3)C(=O)[C@@]12C (stereo partly drawn)	7	3	14	-2	10	-3	0	0	-2
COC(=O)Nc1ccc(S(=O)(=O)N2CCC(C(=O)N3CCCC(C)C3)CC2)cc1 (stereo not drawn)	-6	16	7	-2	0	-18	2	-21	-4
CCC1CN(C(=O)N2CCC(C(=O)NCc3ccco3)CC2)c2ccccc2O1 (stereo not drawn)	3	-4	16	5	8	-1	0	-1	-7
CCSc1ccccc1C(=O)N=C1NC(=O)CC2C(=O)NCCN12 (stereo not drawn)	-5	-2	2	0	10	-10	3	2	0
CC1=NN(c2ccccc2)C(=O)/C1=C/c1ccc[nH]1	-10	1	12	-7	46*	7	2	-22	-138
CC(=O)NN=C1CCC(c2ccccc2)CC1 (stereo not drawn)	-5	-10	5	6	13	-2	1	9	-5
COC(=O)c1ccc(NC(=O)C2CCCN2S(=O)(=O)c2ccc(F)cc2)cc1 (stereo not drawn)	8	-3	7	-3	21	1	0	8	-7
CC(=O)Nc1cccc(N2C(=O)CCC2=O)c1	-3	-5	13	-4	19	-21	-1	7	-18
O=C(NC(=S)Nc1ccccc1N1CCCCC1)c1cccs1	3	-1	-34	-4	9	3	1	-3	4
CN(C)C(=O)CN1C(=O)NC2(CCCc3ccccc32)C1=O (stereo not drawn)	7	-2	-5	-1	3	-8	0	-11	12
Cc1nnc(NC(=O)CSC2=NN3CCCC(=O)N=C3S2)s1	-2	-6	7	11	16	-4	2	6	-2
Cc1ccc(C(=O)NCCS(=O)(=O)N2CCN(c3ccccc3F)CC2)cc1[N+](=O)[O-]	-10	-1	22	10	-1	-5	1	3	8
CCC(=O)NC(c1ccc(C)cc1)c1cc([N+](=O)[O-])c2cccnc2c1O (stereo not drawn)	.	4	.	.	58*	-17	-2	.	.
COc1ccc(OC)c(S(=O)(=O)Nc2ccc(C(C)=O)cc2)c1	-2	7	0	-4	5	-4	1	-11	-3
Cc1ccc(C(=O)N2CCN(S(=O)(=O)N3CCCCC3)CC2)cc1	-9	-4	16	12	8	-15	0	-7	-2
O=C(OCC(=O)c1c[nH]c2ccccc12)c1ccc(Br)o1	0	-5	18	10	13	9	-7	3	-22

Some values from the results shown.
Value for CN(C)C(=O)CN1C(=O)NC2(CCCc3ccccc32)C1=O (stereo not drawn) under SENP1 inh: 0
Value for O=C(NC(=S)Nc1ccccc1N1CCCCC1)c1cccs1 under Apaf1 inhib: 4
Value for CC1=NN(c2ccccc2)C(=O)/C1=C/c1ccc[nH]1 under PfG6PD inh: 7
Value for Cc1nnc(NC(=O)CSC2=NN3CCCC(=O)N=C3S2)s1 under SENP1 inh: 2

Remaining list, next part:
SMILES	SENP8 block-1	HKDC1 inh	NLRP3 yeast inh	SENP7 block	SENP8 block-2	PfG6PD inh	SENP1 inh	SENP6 inh	Apaf1 inhib
CC[C@]12c3[nH]c4cc(CCC(=O)N(C)C)ccc4c3CCN1C(=O)[C@@H](CC(=O)NCc1cccc(C(F)(F)F)c1)C[C@@H]2C(=O)N1CCN(C(=O)C2CC2)CC1	.	-3	.	-2	0	12	-2	.	14
CCOc1ccc(NC(=O)CN(C)C(=O)c2n[nH]c(=O)c3ccccc23)cc1OCC	12	-4	17	0	8	-8	0	-2	-4
COc1cccc(CNC(=O)CCNS(=O)(=O)c2cccc3nonc23)c1	1	3	6	4	1	2	0	0	3
O=C(NCCN1C(=O)S/C(=C/c2cccnc2)C1=O)C1=NN(c2ccccc2)C(=O)CC1	-2	1	-12	1	-15	38	-3	-8	2
CC(=O)Nc1ccc(S(=O)(=O)N[C@@H](C)C(=O)N2CCN(c3ccccn3)CC2)cc1	-2	0	-14	1	13	6	0	0	-15
CSC(=NCc1cccnc1)NS(=O)(=O)c1cccs1	-2	2	2	0	8	6	2	-14	1
CC(=O)c1ccc(NC(=O)c2ccc3nc(-c4ccco4)c(-c4ccco4)nc3c2)cc1	17	41*	15	7	-286	78*	-22	-95	52*
O=C(CN1CCN(c2ncccn2)CC1)NCCC1=CCCCC1	-9	6	25	7	15	0	0	-10	-1
O=C(CN(C(=O)CNS(=O)(=O)c1ccc(F)cc1)c1ccc(F)cc1)NCc1ccco1	2	2	19	10	6	9	0	8	4
O=C(COC(=O)C1CCN(C(=O)c2ccc(Cl)cc2)CC1)NC1CCS(=O)(=O)C1 (stereo not drawn)	-5	-7	23	4	19	-20	-1	-7	-1
COc1ccc(Cl)cc1S(=O)(=O)N1CCN(C(=O)COc2ccccc2)CC1	5	3	1	2	20	3	0	-11	6
Cc1ccc(C2=CN(Cc3ccccc3)CCC2=O)cc1	4	1	13	8	-11	-7	0	19	7
CCOC(=O)CN(C(=O)Cn1nnc(-c2ccc(OC)cc2)n1)C(C(=O)NC1CCCC1)c1ccc(F)cc1 (stereo not drawn)	3	-4	1	15	8	1	2	-26	12
CC(=O)NCCc1nc2cc(NC(=O)c3ccc(F)cc3)ccc2n1C	-4	0	-6	-2	10	-10	1	-40	3
N#CCSc1nnc(-c2sc3ccccc3c2Cl)o1	-13	12	48	-8	-23	11	-4	-2	5
CC(=O)NC(=S)Nc1ccc(NC(=S)NC(=O)c2cccs2)cc1	-5	0	9	13	0	0	3	-15	-27
CCCn1c(=O)[nH]c(=O)c2c1nc(-c1ccc3c(c1)OCCO3)n2CCN1CCOCC1	1	-1	5	4	-11	-2	3	-12	-1
COc1ccc(C(=O)C2CCN(C(=S)NCCc3ccc(OC)c(OC)c3)CC2)cc1	-7	1	23	-6	2	-5	1	-28	19
O=C(NCC(=O)N1CCN(Cc2ccccc2)CC1)c1ccc(Cl)cc1	-4	1	22	-2	3	-8	3	2	-5
Cc1noc(C)c1C(=O)Nc1ccc(N(C)C)cc1	1	7	1	2	4	2	2	-2	-5
COc1cc(/C=N/NC(=O)c2cccc3ccccc23)cc(OC)c1O	2	-4	0	1	-21	7	2	2	-4
CN1CCN(Cc2cc(=O)oc3ccc(Cl)cc23)CC1	-5	-8	-4	2	24	-14	-3	4	-4
Cc1ccc(C)c(NC(=O)CCN2CCCC(C)C2)c1 (stereo not drawn)	-10	5	9	-11	6	-6	1	-4	4
CC(OC(=O)CSc1ccc([N+](=O)[O-])cc1)C(=O)NCc1ccco1 (stereo not drawn)	-10	-4	9	-3	15	5	4	-5	-6
Cc1ccccc1CN(c1ccc(C(=O)NCc2ccccn2)cc1)S(C)(=O)=O	0	-2	9	8	13	-2	1	0	-6
CC(Oc1ccc(Cl)cc1)C(=O)Nc1ccc(S(=O)(=O)N2CCOCC2)cc1 (stereo not drawn)	4	0	13	0	10	1	2	-12	9
CC1(C)Cc2c(sc3nc4n(c(=O)c23)CCC4)CO1	-2	-8	0	0	8	-9	2	9	1
CC1CCCC(NC2CCCCNC2=O)C1 (stereo not drawn)	8	-3	13	1	15	4	0	9	-6
CCOC(=O)c1c(NC(C)=O)sc2c1CCC(C=NCCCN(CC)CC)=C2Sc1ccccc1	3	28	6	-5	-241	29	-21	-4	37
O=C(O)CCN1CCc2ccccc2C1c1cccs1 (stereo not drawn)	-4	-10	-3	-6	15	-2	2	-23	-9
CC(C)(C)OC(=O)NCCc1nnc(SCc2cccc(Cl)c2)o1	5	0	25	1	13	-7	1	4	-7
CN(c1ccccc1C(N)=O)S(=O)(=O)c1ccccc1	-11	-5	10	-6	19	-16	3	-2	10
Fc1c(F)c(F)c(CSc2nc3ccccc3[nH]2)c(F)c1F	-5	0	18	4	26	30	1	-2	5
Cc1ccc(Cl)c(OC(=O)Cn2cnc3c2c(=O)n(C)c(=O)n3C)c1	-6	-7	-8	-2	6	9	1	-6	-3
COC(=O)CC(NC(=O)c1ccc(C)cc1)c1ccccc1 (stereo not drawn)	-4	-9	8	1	8	7	2	13	2
Clc1ccc(C(c2nnnn2C2CCCC2)N2CCN(c3nc4ccccc4s3)CC2)cc1 (stereo not drawn)	-3	1	-19	2	11	5	-1	-9	17
OC1C2CCC(C2)C1CN1CCOCC1 (stereo not drawn)	.	-10	.	.	10	1	-1	.	.
Cc1ccccc1NC(=O)NCC1CCN(c2ccc(S(=O)(=O)N3CCOCC3)cc2)CC1	-1	-4	-11	4	8	-8	-1	-11	0
CCCCCCCCCCCCCCCC(=O)NCCc1c[nH]c2ccccc12	-7	-5	3	-6	34	-6	0	-2	-2
COc1ccc(CNc2ccc3c(c2)CCC3)cc1Br	9	5	31	-5	-170	27	-34	-1	1
O=C(CCCNS(=O)(=O)c1cccc2nsnc12)NC1CCCCC1	-2	8	14	-10	20	-3	2	1	-23
C#CCOCCOCCOCCNc1nc(N2CCN(C(=O)C([C@@H](C)CC)n3cc(C(N)COC(=O)C(F)(F)F)nn3)CC2)nc(N2CCN(C(=O)[C@H](CCCCN)n3cc(C(N)CC(C)C)nn3)CC2)n1 (stereo partly drawn)	1	-2	8	-13	.	26	.	-10	4
Cc1ccc(S(=O)(=O)n2nc(-c3cccnc3)nc2N)cc1	-7	-12	13	-14	25	-2	2	-7	-5
COc1cccc(NS(=O)(=O)c2cc3c(cc2C)NC(=O)CO3)c1	6	4	23	8	13	-21	-3	-14	10
CCOC(=O)c1ccccc1Cc1nc2ccccc2c(=O)[nH]1	-8	-4	-6	-1	22	2	2	5	8

Looked up one by one from above:
SMILES	SENP8 block-1	HKDC1 inh	NLRP3 yeast inh	SENP7 block	SENP8 block-2	PfG6PD inh	SENP1 inh	SENP6 inh	Apaf1 inhib
OC1C2CCC(C2)C1CN1CCOCC1 (stereo not drawn)	.	-10	.	.	10	1	-1	.	.
C#CCOCCOCCOCCNc1nc(N2CCN(C(=O)C([C@@H](C)CC)n3cc(C(N)COC(=O)C(F)(F)F)nn3)CC2)nc(N2CCN(C(=O)[C@H](CCCCN)n3cc(C(N)CC(C)C)nn3)CC2)n1 (stereo partly drawn)	1	-2	8	-13	.	26	.	-10	4
CCOC(=O)c1ccccc1Cc1nc2ccccc2c(=O)[nH]1	-8	-4	-6	-1	22	2	2	5	8
Cc1ccc(S(=O)(=O)n2nc(-c3cccnc3)nc2N)cc1	-7	-12	13	-14	25	-2	2	-7	-5

Screening data as filed in PubChem.
